Screening results from PubChem.
Growth percent in the NCI-60 one-dose screen (48 h, 10 µM unless noted): 100 = growth as untreated, 0 = no growth, -100 = all killed.
NCI-H23: NCI-H23 lung cancer | 4% of 80,000 active | AID 1794731
NCI-H522: NCI-H522 lung cancer. 8% of 78,000 active. AID 1794739
OVCAR-5: OVCAR-5 ovarian cancer. 2.9% of 82,000 active
OVCAR-8: OVCAR-8 ovarian cancer. 4.4% of 81,000 active. AID 1794782
OVCAR-3: OVCAR-3 ovarian cancer | 7% of 79,000 active | AID 1794787
NCI/ADR-RES: NCI/ADR-RES ovarian cells | 4.4% of 81,000 active
NCI-H226: NCI-H226 lung cancer; 3.5% of 79,000 active; AID 1794732
NCI-H460: NCI-H460 lung cancer; 6.8% of 82,000 active
NCI-H322M: NCI-H322M lung cancer | 2.7% of 80,000 active | AID 1794733
* hit, by the source's call; / = no result given. The calls were made as follows: active = growth percent below 10; inactive = the rest.

A first look, 13 compounds:
1	COc1ccc2nc(-c3ccc(-c4noc(-c5ccc(Cl)cc5)n4)cc3)[nH]c2c1
2	O=C1C=CC(=O)N1c1cccc2cccnc12
3	COc1cc2c(cc1-c1c(C)noc1C)ncc1nc(C3CC3)n([C@H](C)COC(F)F)c12
4	O=C1CCc2ccc(OCc3cn(CCCn4cc(COc5ccc6c(c5)NC(=O)CC6)nn4)nn3)cc2N1
5	CCCN(CCC)CCCC(O)c1cccc2ccccc12 (centres undefined)
6	Cc1ccc(Nc2cc(=S)nc(N)[nH]2)cc1
7	CC(C)(COC(=O)Nc1ccccc1)[N+](=O)[O-]
8	COc1ccc2nc(Nc3cccc(NC(=O)c4ccc(CN5CCN(C)CC5)c(C(F)(F)F)c4)c3)ccc2c1
9	CNC(=O)c1cc(Oc2ccc3nc(NC(=O)c4cccc(OC(F)(F)F)c4)sc3c2)ccn1
10	COc1ccc(CNC(=O)Nc2cnc(Cl)nc2Oc2cccc(C(F)(F)F)c2)cc1
entry no. | 1 | 2 | 3 | 4 | 5 | 6 | 7 | 8 | 9 | 10
NCI-H23 | 64 | 99 | 65 | / | 108 | 95 | 101 | -95* | 83 | 95
NCI-H522 | 89 | / | 27 | 90 | 101 | 104 | 104 | -86* | 60 | 64
OVCAR-5 | 93 | 105 | 84 | 109 | 103 | 106 | 89 | -75* | 95 | 112
OVCAR-8 | 74 | 108 | 46 | 109 | 113 | 106 | 106 | -38* | 82 | 79
OVCAR-3 | 65 | 103 | 42 | 118 | 129 | 92 | 113 | -36* | / | 92
NCI/ADR-RES | 47 | 107 | 40 | 114 | 105 | 111 | 99 | -38* | 67 | 94
NCI-H226 | 93 | 95 | 58 | 123 | 98 | 97 | 99 | -47* | 26 | 94
NCI-H460 | 79 | 110 | 61 | 117 | 108 | 109 | 105 | -85* | 75 | 103
NCI-H322M | 68 | 85 | 48 | 110 | 94 | 113 | 108 | -64* | 93 | 96

11	O=P(OCCCl)(OCCCl)C(O)c1ccccc1Cl (centres undefined)
12	Nc1cc(Nc2ccc(Br)cc2)nc(N)n1
13	COc1ccc(C2=NNC(=O)C2(C)Br)cc1 (centres undefined)
entry no. | 11 | 12 | 13
NCI-H23 | 106 | 92 | 105
NCI-H522 | / | 90 | 98
OVCAR-5 | 107 | 115 | 107
OVCAR-8 | 104 | 107 | 110
OVCAR-3 | 97 | 111 | 121
NCI/ADR-RES | 109 | 119 | 106
NCI-H226 | 100 | 95 | 97
NCI-H460 | 115 | 107 | 109
NCI-H322M | 97 | 94 | 113

All compounds of this part (from the top)
1	COc1ccc2nc(-c3ccc(-c4noc(-c5ccc(Cl)cc5)n4)cc3)[nH]c2c1
2	O=C1C=CC(=O)N1c1cccc2cccnc12
3	COc1cc2c(cc1-c1c(C)noc1C)ncc1nc(C3CC3)n([C@H](C)COC(F)F)c12
4	O=C1CCc2ccc(OCc3cn(CCCn4cc(COc5ccc6c(c5)NC(=O)CC6)nn4)nn3)cc2N1
5	CCCN(CCC)CCCC(O)c1cccc2ccccc12 (centres undefined)
6	Cc1ccc(Nc2cc(=S)nc(N)[nH]2)cc1
7	CC(C)(COC(=O)Nc1ccccc1)[N+](=O)[O-]
8	COc1ccc2nc(Nc3cccc(NC(=O)c4ccc(CN5CCN(C)CC5)c(C(F)(F)F)c4)c3)ccc2c1
entry no. | 1 | 2 | 3 | 4 | 5 | 6 | 7 | 8
NCI-H23 | 64 | 99 | 65 | / | 108 | 95 | 101 | -95*
NCI-H522 | 89 | / | 27 | 90 | 101 | 104 | 104 | -86*
OVCAR-5 | 93 | 105 | 84 | 109 | 103 | 106 | 89 | -75*
OVCAR-8 | 74 | 108 | 46 | 109 | 113 | 106 | 106 | -38*
OVCAR-3 | 65 | 103 | 42 | 118 | 129 | 92 | 113 | -36*
NCI/ADR-RES | 47 | 107 | 40 | 114 | 105 | 111 | 99 | -38*
NCI-H226 | 93 | 95 | 58 | 123 | 98 | 97 | 99 | -47*
NCI-H460 | 79 | 110 | 61 | 117 | 108 | 109 | 105 | -85*
NCI-H322M | 68 | 85 | 48 | 110 | 94 | 113 | 108 | -64*

9	CNC(=O)c1cc(Oc2ccc3nc(NC(=O)c4cccc(OC(F)(F)F)c4)sc3c2)ccn1
10	COc1ccc(CNC(=O)Nc2cnc(Cl)nc2Oc2cccc(C(F)(F)F)c2)cc1
11	O=P(OCCCl)(OCCCl)C(O)c1ccccc1Cl (centres undefined)
12	Nc1cc(Nc2ccc(Br)cc2)nc(N)n1
13	COc1ccc(C2=NNC(=O)C2(C)Br)cc1 (centres undefined)
14	C[C@H](c1nc2ccc(Br)cc2[nH]1)[C@H]1CC[C@H]2[C@@H]3CCC4=CC(=O)CC[C@]4(C)[C@H]3CC[C@]12C
15	COc1ccc(N(CCN(C)C)C(=O)C(c2ccccc2)c2ccccc2)cc1
16	CCOC(=O)c1c(C)n(-c2ccc(Cl)cc2)c2ccc(OC(=O)/C=C/c3ccccc3)cc12
entry no. | 9 | 10 | 11 | 12 | 13 | 14 | 15 | 16
NCI-H23 | 83 | 95 | 106 | 92 | 105 | 80 | 101 | 93
NCI-H522 | 60 | 64 | / | 90 | 98 | 75 | 73 | 82
OVCAR-5 | 95 | 112 | 107 | 115 | 107 | 102 | 90 | 108
OVCAR-8 | 82 | 79 | 104 | 107 | 110 | 93 | 90 | 89
OVCAR-3 | / | 92 | 97 | 111 | 121 | 99 | 108 | 78
NCI/ADR-RES | 67 | 94 | 109 | 119 | 106 | 95 | 84 | 62
NCI-H226 | 26 | 94 | 100 | 95 | 97 | 85 | 92 | 95
NCI-H460 | 75 | 103 | 115 | 107 | 109 | 94 | 99 | 99
NCI-H322M | 93 | 96 | 97 | 94 | 113 | 89 | 84 | 95

17	CCCCCCCCCCCCCCCC[N+]1(CC)CCCC1
18	COc1ccc(N2N=C(c3ccc4c(c3)OCCO4)CC2c2cccc(NC(=O)CCNS(=O)(=O)c3ccc(Cl)cc3)c2)cc1 (centres undefined)
19	Cc1ccc(C)c2c1sc1nc3nc4sc5cc(Cl)c(Cl)cc5n4c(=N)c3c(=N)n12
20	COc1ccc2nc3cc(Cl)ccc3c(N3CCN(c4nccc(NCc5ccccc5)n4)CC3)c2c1
21	N#Cc1c(NC(=O)N2CCOCC2)n(-c2ccc(OC(F)(F)F)cc2)c2cc(F)ccc12
22	O=C(O)c1cn(C2CC2)c2cc(N3CCN(Cn4nc(-c5cccnc5)oc4=S)CC3)c(F)cc2c1=O
23	Nc1ncnc2c1ncn2C(C=O)OC(C=O)CO (centres undefined)
24	Cc1ccc(-c2nnc(COc3ccc(-c4nnc(N)s4)cc3)o2)cc1
entry no. | 17 | 18 | 19 | 20 | 21 | 22 | 23 | 24
NCI-H23 | -29* | 42 | 107 | 73 | 91 | 97 | 73 | 79
NCI-H522 | -74* | 25 | 86 | -0.1* | 79 | 88 | 91 | 74
OVCAR-5 | 0.6* | 76 | 127 | 106 | 88 | 97 | 92 | 113
OVCAR-8 | -42* | 50 | 115 | 71 | 99 | 97 | 80 | 100
OVCAR-3 | -53* | 47 | 120 | 63 | 111 | 103 | 79 | 98
NCI/ADR-RES | 86 | 75 | 120 | 78 | 81 | 105 | 82 | 95
NCI-H226 | -9.8* | 38 | 94 | 96 | 87 | / | 88 | /
NCI-H460 | -67* | 24 | 94 | 90 | 94 | 103 | 75 | 93
NCI-H322M | 1.5* | 60 | 108 | 89 | 108 | 107 | 95 | 96

25	Nc1ccc(S(=O)(=O)Nc2cccc(N)c2)cc1
26	O=C(NCCc1ccccc1)C1CCC(=O)N1Cc1ccc(Br)cc1 (centres undefined)
27	CCOC(=O)Nc1ccc(-c2nc(-c3cccc(OCCN4CCOCC4)c3)c(-c3ccnc(Br)c3)[nH]2)cc1
28	COc1ccccc1NCc1cccn1Cc1ccc(F)cc1
29	O=C(Nc1ccccc1)C(Cl)=C1C(Cl)=C(Cl)C(Cl)=C1Cl
30	COc1cc2c(=O)n(C3CCCCC3)c3c4cc[nH]c4ncc3c2cc1OC
31	C/C(=N/NC(=S)NC1CCCCC1)c1sc(Nc2ccc(C)cc2)nc1C
32	Nc1ncnc2c1ncn2[C@H]1CC=C(CO)O1
entry no. | 25 | 26 | 27 | 28 | 29 | 30 | 31 | 32
NCI-H23 | 101 | 104 | 47 | 97 | 78 | 74 | 82 | 98
NCI-H522 | 100 | 67 | 52 | 80 | 87 | 61 | 78 | 102
OVCAR-5 | 113 | 94 | 67 | 96 | 102 | 78 | 93 | 105
OVCAR-8 | 101 | / | 44 | 103 | 91 | 35 | 75 | 103
OVCAR-3 | 117 | 116 | 49 | 112 | 92 | 94 | 90 | 104
NCI/ADR-RES | 99 | 107 | 61 | 94 | 94 | 65 | 93 | 103
NCI-H226 | 109 | 95 | 56 | 90 | 88 | 46 | 95 | 95
NCI-H460 | 110 | 102 | 54 | 103 | 89 | 60 | 62 | 113
NCI-H322M | 101 | 101 | 58 | 93 | 92 | 72 | 90 | 109

33	CSc1nnc(-c2cc3c([nH]c4ccccc43)c(-c3cccc(O)c3)n2)n1-c1ccc(C)cc1
34	CCOC(=O)c1ccc(NC(=O)Nc2nc3ccccc3s2)cc1
35	C=C[C@@H]1C[C@@H]2Cc3cc(F)ccc3N1O2
36	CN(C)CCS(=O)(=O)CCN(C)C
37	CCCCc1nc(Cl)c(C2CC(c3ccc(Cl)cc3)=NN2c2ccc(Cl)cc2)[nH]1 (centres undefined)
38	COc1ccc2cnc(N)c(C#Cc3cc(C(=O)Nc4ccc(CN5CCN(C)CC5)c(C(F)(F)F)c4)cnc3C)c2c1
39	COc1ccc2nc(NC(=O)c3ccc(F)cc3)sc2c1
40	O=S(=O)(OCCO)c1ccccc1
entry no. | 33 | 34 | 35 | 36 | 37 | 38 | 39 | 40
NCI-H23 | 71 | 92 | 103 | 107 | 84 | 52 | 86 | /
NCI-H522 | -2.1* | 90 | 99 | 117 | 81 | 70 | 75 | 96
OVCAR-5 | 73 | 100 | 97 | 105 | 101 | -39* | 98 | 92
OVCAR-8 | 35 | 97 | 114 | 100 | 85 | 75 | 95 | 91
OVCAR-3 | 1.3* | 99 | 113 | 110 | 104 | 93 | 102 | 112
NCI/ADR-RES | 43 | / | 102 | 105 | 95 | 78 | 89 | 102
NCI-H226 | 58 | 97 | 120 | 105 | 86 | 27 | 92 | 98
NCI-H460 | 11 | 101 | 112 | 97 | 98 | / | 20 | 113
NCI-H322M | 70 | 104 | 137 | 113 | 92 | 70 | 76 | 103

41	Cc1ccc(S(=O)(=O)OC2C(OCc3ccccc3)OCC(O)C2O)cc1 (centres undefined)
42	Cc1ccc(/C=C/C(=O)c2ccc(-c3cc4ccccc4oc3=O)nc2C)cc1
43	O=C1OC(=O)C2=C1C1c3ccccc3C2c2ccccc21
44	CC(C)=C(c1ccc(Cl)cc1)c1c(N)ncnc1N
45	CC(=O)c1sc2sc(C(C)=O)c(C)c2c1C
46	COc1ccc(C2N(c3ccccc3)NC(=O)[C@@H]3CCCN23)cc1 (some centres undefined)
47	COc1cc(/C=C/C(=O)c2cc(-c3ccc(N(C)C)cc3)ccc2O)cc(OC)c1OC
48	CC1=C(c2cc(-c3ccc(N(C)C)cc3)n[nH]2)C(c2ccccc2)NC(=S)N1 (centres undefined)
entry no. | 41 | 42 | 43 | 44 | 45 | 46 | 47 | 48
NCI-H23 | 106 | / | 110 | 99 | 101 | 97 | 99 | 92
NCI-H522 | 105 | 102 | / | 96 | 77 | 56 | 98 | 90
OVCAR-5 | 101 | 108 | 103 | 97 | 93 | 86 | 97 | 93
OVCAR-8 | 104 | 103 | 99 | 105 | 84 | 90 | 94 | 92
OVCAR-3 | 107 | 109 | 110 | 111 | 110 | 104 | 105 | 102
NCI/ADR-RES | 106 | 107 | 110 | 109 | 96 | 87 | 99 | 99
NCI-H226 | 97 | 109 | 106 | 92 | 43 | 104 | 104 | 101
NCI-H460 | 116 | 106 | 107 | 117 | 98 | 104 | 97 | 100
NCI-H322M | 100 | 100 | 102 | 95 | 99 | 87 | 100 | 99

49	CCCCCCCC/C=C/CCCCCCCC1=NC(C)(C)CN1C(C)(C)CO
50	O=C(NC(=S)Nc1c(Cl)cc(Cl)cc1Cl)c1ccccc1
51	O=C1c2ccc3c4c(ccc(c24)C(=O)N1CCCNCc1ccccc1)C(=O)N(CCCNCc1ccccc1)C3=O
52	CC(=O)O[C@H]1CC[C@]2(C)[C@H]3CC=C4[C@@H]5CC(C)(C)CC[C@]5(C(=O)NCCNCCN)CC[C@@]4(C)[C@]3(C)CC[C@H]2C1(C)C
53	C#CC(C)OCC1CO1 (centres undefined)
54	O=C(O)CNc1ccc(Cl)cc1
55	COc1ccc(OC)c(-c2cn3nc(-c4c[nH]c5ccc(Br)cc45)sc3n2)c1
56	Nc1ccc(S(=O)(=O)Nc2ccc(C(=O)O)cc2)cc1
57	O=C(NCCNc1cc(-c2cn(-c3ccccc3)nc2-c2cccc(O)c2)ccn1)Nc1ccc(F)cc1
58	CC(C)CCN1C(=O)C(O)(CC(=O)c2ccc(C#N)cc2)c2ccccc21 (centres undefined)
entry no. | 49 | 50 | 51 | 52 | 53 | 54 | 55 | 56 | 57 | 58
NCI-H23 | 45 | 89 | -73* | 70 | 104 | 83 | 25 | 95 | 84 | /
NCI-H522 | 13 | 70 | -91* | -87* | 93 | 76 | 8.7* | 99 | 87 | 95
OVCAR-5 | 65 | 112 | -21* | -88* | 103 | 86 | 48 | 95 | 78 | /
OVCAR-8 | 37 | 99 | -51* | -85* | 107 | 93 | 26 | 95 | 55 | 47
OVCAR-3 | 55 | 97 | -63* | -91* | 120 | 104 | 60 | 108 | / | 124
NCI/ADR-RES | 56 | 94 | -27* | -86* | 114 | 83 | 32 | 100 | 91 | /
NCI-H226 | 86 | 99 | -54* | 73 | 98 | 103 | 90 | 106 | 87 | 106
NCI-H460 | -86* | 101 | -73* | -70* | 111 | 96 | -32* | 107 | 87 | 116
NCI-H322M | 59 | 94 | -38* | 67 | 120 | 96 | 51 | 124 | 88 | 102
